Screening results as filed in PubChem.
TEAD-YAP block = TEAD-YAP interaction inhibition; HEK-TIYL cells, TEAD-Gal4/YAP UAS-luciferase luminescence; inhibition, % at 9.12 µM; hit rate 1.4% among 640,000; AID 1259422; in the data active = inhibition above about 32%;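 also: 0% = median of test compound wells and 100% = reference inhibitor wells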
MITF primary = blocks human microphthalmia-associated transcription factor; AID 1259374; inhibition, % at 2.6 µM; O75030; hit rate 0.91% among 650,000; AlphaScreen MITF homodimerization, bead proximity signal; in the data active = inhibition above about 50%;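 also: 0% = vehicle wells with protein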
Target sequence (O75030 whole entry, looked up): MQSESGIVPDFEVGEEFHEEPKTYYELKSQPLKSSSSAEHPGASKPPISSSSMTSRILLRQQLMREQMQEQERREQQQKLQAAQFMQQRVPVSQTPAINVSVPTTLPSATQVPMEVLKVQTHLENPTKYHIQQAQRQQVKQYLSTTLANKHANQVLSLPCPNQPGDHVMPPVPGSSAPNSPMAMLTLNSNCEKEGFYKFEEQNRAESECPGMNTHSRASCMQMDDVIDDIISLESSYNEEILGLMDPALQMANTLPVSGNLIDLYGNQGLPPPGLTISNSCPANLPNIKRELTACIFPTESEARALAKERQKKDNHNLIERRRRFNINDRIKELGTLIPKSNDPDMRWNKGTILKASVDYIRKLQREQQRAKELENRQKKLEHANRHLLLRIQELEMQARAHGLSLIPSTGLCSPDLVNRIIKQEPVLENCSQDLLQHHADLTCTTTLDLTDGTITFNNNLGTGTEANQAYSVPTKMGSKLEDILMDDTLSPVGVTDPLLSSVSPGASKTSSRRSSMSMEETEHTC
FBW7 act = human FBW7 E3 ligase activation, primary screen; Q969H0; AlphaScreen FBW7–phospho-cyclin E peptide binding, activator screen; normalized activity (activation), % at 26.1 µM; hit rate 0.13% among 650,000; AID 1259310; in the data active = normalized activity above about 1.9%;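 also: purified mutant Fbw7 with reduced substrate affinity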
GPR151 ag = human GPR151 activation | PathHunter beta-arrestin GPR151 cells, luminescence | Q8TDV0 | hit rate 1% among 650,000 | activation, % at 11.2 µM; in the data active = activation above about 4.9%;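 also: 0% = median of compound wells and 100% = cells with positive control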
Target sequence (Q8TDV0 whole entry, looked up): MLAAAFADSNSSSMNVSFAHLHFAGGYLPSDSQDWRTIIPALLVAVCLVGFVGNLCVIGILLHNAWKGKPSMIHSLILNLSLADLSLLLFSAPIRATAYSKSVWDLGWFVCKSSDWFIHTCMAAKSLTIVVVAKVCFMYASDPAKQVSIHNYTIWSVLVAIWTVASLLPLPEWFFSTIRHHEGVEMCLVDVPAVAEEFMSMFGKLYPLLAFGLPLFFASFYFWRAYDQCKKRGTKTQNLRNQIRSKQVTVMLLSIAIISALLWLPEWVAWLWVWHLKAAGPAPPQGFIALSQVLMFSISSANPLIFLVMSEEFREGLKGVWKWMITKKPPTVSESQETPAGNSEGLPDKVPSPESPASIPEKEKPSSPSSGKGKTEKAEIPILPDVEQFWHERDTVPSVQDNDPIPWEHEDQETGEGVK
The depositor's hits bear a star. No enrichment for hits; about 3.4% have a hit in one of these screens.

SMILES | TEAD-YAP block | MITF primary | FBW7 act | GPR151 ag
CCOC(=O)c1c(NC(=O)CSc2nnc(CNC(=O)c3ccccc3F)n2C)sc2c1CCCC2 | -8 | -5 | -0.2 | 1.2
COC(=O)c1c(S(=O)(=O)NC2CC2)sc2c1CCN(Cc1ccccc1C)C2 | -2 | 7 | 0.0 | -1.4
COc1cc(/C=N/NC(=O)c2cccc(F)c2)ccc1O | -26 | 2 | -0.2 | 0.9
Cc1cccc(NCC(=O)N/N=C/c2cc3c(cc2[N+](=O)[O-])OCO3)c1 | 0 | 11 | 0.0 | 1.7
C[C@@H](O)[C@@H]1NC(=O)[C@H]2CN(C(=O)c3ccc(C(F)(F)F)cc3)CCN2C1=O | -7 | 8 | -0.1 | 1.5
COc1ccc(C=Nc2ccc(S(N)(=O)=O)cc2)cc1O | -3 | 3 | 0.1 | 0.3
O=C(CCn1cccc1)Nc1ccc(Cl)cc1F | -10 | 5 | -0.1 | 0.2
CCOc1ccc(N=c2ssc3c2-c2cc(C)ccc2N(C(=O)c2ccco2)C3(C)C)cc1 | -6 | 11 | 0.3 | 0.1
O=C(Cc1ccc(Cl)cc1)Nc1ccc(O)c(-c2nc3ccccc3o2)c1 | -8 | -1 | -0.2 | 1.0
COc1ccc(-n2c(=O)c3ccccc3n3c(=S)[nH]nc23)cc1 | -1 | 6 | -0.1 | 1.2
COc1cccc2cc(-c3nc(-c4ccc5ccccc5c4)cs3)c(=O)oc12 | 7 | 14 | 0.0 | -2.3
CCOC(=O)N1CCN(C(=O)C2CCN(C(=O)c3cc4sccc4n3CC)CC2)CC1 | 3 | -9 | 0.0 | -0.5
O=C(CCCCCNS(=O)(=O)c1ccc(Br)cc1)N1CCCCC1 | 2 | 5 | -0.1 | 4.1
Cc1cc(Br)cc(C)c1NC(=O)c1sc2ccccc2c1Cl | -2 | -1 | -0.1 | -0.3
NC(=O)CN(Cc1ccc(Cl)cc1)S(=O)(=O)c1ccc(Br)cc1 | -2 | -7 | 0.0 | 1.2
O=C(Cc1ccccc1)N1CCN(S(=O)(=O)c2ccc(Br)cc2)CC1 | -4 | 0 | -0.1 | 0.6
CC(C)C(=O)N=C1N=C2C=CC(Cl)=CN2Cc2ccccc21 | -43 | -3 | -0.1 | -6.0
O=C(NCc1ccc(F)cc1)NCC1(CO)CC1 | 1 | 17 | 1.0 | -2.9
COc1ccc(Cl)cc1NC(=O)Cn1cnc2sc(C)c(S(=O)(=O)N3CCOCC3)c2c1=O | 5 | 2 | 0.0 | -0.3
COc1ccc(C2/C(=C(\O)c3ccc(F)cc3)C(=O)C(=O)N2Cc2cccnc2)c(OC)c1 (configuration not stated) | -1 | -2 | -0.1 | -0.4
CC1(C)C(=O)Nc2ccccc2N1C(=O)COC(=O)c1cc([N+](=O)[O-])ccc1N | 5 | 4 | 0.0 | 0.9
c1ccc(-c2cnc3ccc(NCCc4ccccn4)nn23)cc1 | -1 | 4 | 0.3 | 1.2
Cc1ccc2c(CSc3nnc(N)s3)cc(=O)oc2c1 | -13 | -2 | -0.1 | 0.1
CC(C)OCCCNC(=O)c1ccc2c(=O)n(Cc3ccco3)c(SCC(=O)Nc3ccccc3Cl)nc2c1 | -2 | -4 | -0.1 | 1.4

One compound at a time (already shown).
Cc1ccc2c(CSc3nnc(N)s3)cc(=O)oc2c1 reads TEAD-YAP block = -13; MITF primary = -2; FBW7 act = -0.1; GPR151 ag = 0.1
CC(C)C(=O)N=C1N=C2C=CC(Cl)=CN2Cc2ccccc21 reads TEAD-YAP block = -43; MITF primary = -3; FBW7 act = -0.1; GPR151 ag = -6.0

Continued.
SMILES | TEAD-YAP block | MITF primary | FBW7 act | GPR151 ag
O=C(O)c1c(CNCc2ccccc2)c2ccccc2n1Cc1cccc(Cl)c1 | 4 | -7 | -0.4 | 1.2
Cc1cc(-n2c(=S)sc3c(=O)[nH]c(SCC(=O)Nc4nccs4)nc32)ccc1Cl | -1 | 4 | 0.1 | -0.9
COc1ccc(S(=O)(=O)Nc2ccc3c(c2)CCCN3C(=O)C(C)C)cc1 | 15 | 2 | -0.1 | 4.7
Cc1ccc2c(c1)N(C(=O)Nc1ccccc1C)CCO2 | -10 | -3 | -0.2 | -0.4
O=C(COc1ccc(F)cc1F)NNC(=S)NC1CCCCC1 | -5 | 6 | 0.1 | -1.6
O=c1c2ccccc2nc(/C=C/c2ccccc2O)n1CCCO | -9 | 2 | -0.3 | 0.4
CCOc1ccc(C2NC(=S)NC(C)=C2C(=O)Nc2ccccc2OC)cc1 (configuration not stated) | -8 | 6 | -0.1 | 0.1
Cc1cccc(C(=O)Nc2ccc(Cl)cc2)c1[N+](=O)[O-] | -40 | -8 | -0.2 | -0.3
CC(=O)c1cccc(NC(=O)c2ccc(N3CC4CC(C3)c3cccc(=O)n3C4)c([N+](=O)[O-])c2)c1 (configuration not stated) | 0 | 5 | 0.0 | 0.1
COc1ccc(S(=O)(=O)N(C)Cc2ccccc2)cc1[N+](=O)[O-] | 5 | 22 | -0.1 | 1.4
CC1CCCN(C2CCC(=O)N(Cc3ccc(F)cc3F)CC2)C1 (configuration not stated) | -3 | 3 | -0.1 | -0.3
Cc1ccc(SCCNC(=O)c2ccc(CN(c3cc(Cl)ccc3C)S(=O)(=O)c3ccccc3)cc2)cc1 | 16 | -3 | 0.1 | -0.8

Compounds above with a furan ring, fused or not:
SMILES | TEAD-YAP block | MITF primary | FBW7 act | GPR151 ag
CCOc1ccc(N=c2ssc3c2-c2cc(C)ccc2N(C(=O)c2ccco2)C3(C)C)cc1 | -6 | 11 | 0.3 | 0.1
CC(C)OCCCNC(=O)c1ccc2c(=O)n(Cc3ccco3)c(SCC(=O)Nc3ccccc3Cl)nc2c1 | -2 | -4 | -0.1 | 1.4

Other results:
SMILES | TEAD-YAP block | MITF primary | FBW7 act | GPR151 ag
O=C1OC(c2ccco2)=N/C1=C\c1ccc(Cl)cc1Cl | -1 | -7 | 0.0 | 2.1
Cc1ccccc1C(=O)NCCn1cc(SCC(=O)NC2CCCCC2)c2ccccc21 | -6 | -4 | 0.1 | -0.1
COc1ccc(CCNC(=O)C2CC2c2ccccc2)cc1 (configuration not stated) | -7 | 7 | -0.1 | 2.7
Cc1cc(C)n2nc(C(=O)OCC(=O)Nc3ccc(Br)cc3F)nc2n1 | 5 | -4 | 0.0 | -0.2
O=C(O)CCCCCNC(=O)/C(=C/c1ccc2c(c1)OCO2)NC(=O)c1ccccc1Cl | -2 | 1 | 0.0 | 0.8
CC1CCC(C(C)C)C(OC(=O)Cn2c(-c3ccccc3)[n+](C)c3ccccc32)C1 (configuration not stated) | 83* | 4 | 0.1 | 1.2
COc1ccccc1NC(=O)c1cn(-c2ccc(Cl)cc2)c(=O)c2ccccc12 | -8 | -6 | 0.0 | -1.7
O=C(N/N=C\c1cc(O)ccc1[N+](=O)[O-])c1ccc(Br)cc1 | -3 | 7 | 0.0 | 0.7
O=C(O)CNC(=O)CNC(=O)c1ccc(Cl)cc1Cl | 0 | 8 | 0.2 | -0.7
Nc1nc(-c2cc3cc(Cl)cc(Cl)c3oc2=O)cs1 | 4 | -3 | 0.1 | -0.7
CCOC(=O)CSc1nc2ccccc2c2nc(CCc3c(C)n[nH]c3C)nn12 | -1 | -12 | -0.4 | -0.2
CSc1nnc(CNC(=O)N(c2ccccc2)c2ccccc2)n1C(C)C | 1 | 4 | -0.2 | 1.2
O=C(COc1ccc2c(c1)CCC2)NNC(=O)c1ccc(Br)s1 | 5 | 2 | 0.0 | -1.2
COc1ccc(C(=O)N/C(=C\c2cccc([N+](=O)[O-])c2)C(=O)Nc2ccc(F)cc2)cc1Br | 3 | -7 | 0.2 | -0.6
CCSc1ccccc1C(=O)Nc1ccccc1C#N | -8 | -16 | -0.2 | 0.5
COc1ccccc1C1CC(c2ccc(Br)cc2)=NN1c1nc(-c2ccccc2)c2cc(Br)ccc2n1 (configuration not stated) | -26 | -10 | 0.0 | 0.0
CCOC(=O)c1c(/N=c2\oc3c(OC)cccc3cc2-c2nc3ccccc3[nH]2)sc2c1CCCC2 | -42 | 12 | 0.0 | 0.0
COc1ccc(C(CC(=O)NC2CCCC2)NS(=O)(=O)c2ccc(F)cc2)cc1 (configuration not stated) | 1 | 2 | 0.1 | -0.1
Cn1c(=O)oc2cc(S(=O)(=O)Nc3cccc4c3OCCO4)ccc21 | 16 | 6 | 0.0 | -1.4
CCCCC(c1nnnn1Cc1ccc2c(c1)OCO2)N1CCN(CC)CC1 (configuration not stated) | 2 | -1 | 0.0 | 0.5
COc1ccccc1N1CCN(c2ncnc3sc(C(=O)N4CCCc5ccccc54)c(C)c23)CC1 | 2 | 9 | 0.1 | 0.2
O=C(O)c1ccccc1SCc1ccccc1Cl | -1 | 14 | -0.1 | -1.1
O=C(NCCc1nc(-c2cccnc2)n[nH]1)N1CCCC1 | -1 | -9 | -0.1 | -0.4
Cc1csc(NC(=O)CSc2nc(C)c(Cc3ccccc3)c(=O)[nH]2)n1 | -8 | 1 | -0.2 | 1.2
O=C(CC1(O)C(=O)Nc2ccccc21)c1ccc2c(c1)OCO2 (configuration not stated) | 8 | 7 | 0.5 | -0.6
O=C(O)c1cc(N2CCOCC2)nc(N2CCOCC2)n1 | -3 | 4 | 0.0 | -1.7
O=S(=O)(c1ccc(Cl)cc1)n1c(SCc2c(F)cccc2F)nc2ccccc21 | -30 | 2 | -0.1 | 1.4
CCc1ccc(-n2c(C)cn3c4c(=O)n(CC(C)C)c(=O)n(C)c4nc23)cc1 | 2 | 0 | 0.1 | -0.7
CSc1ccc(C2C3C(=O)N(Cc4ccccc4)C(=O)C3ON2c2ccc(Cl)cc2)cc1 (configuration not stated) | 4 | 1 | 0.2 | 0.4
Cc1nnc(SCC(=O)N2CCCC(CNS(=O)(=O)c3cccs3)C2)s1 (configuration not stated) | 7 | 11 | 0.0 | 0.2
Cc1nc(CSc2nc3ccccc3c(=O)n2CCc2ccccc2)cs1 | -7 | -10 | 0.0 | -1.7
CCN(c1ccccc1)S(=O)(=O)c1nnc(NC(=O)C(C)C)s1 | -14 | -5 | 0.0 | 2.0
COc1cccc2c(=O)n(CC(=O)Nc3cc(C)ccc3C)ccc12 | -5 | 0 | 0.2 | 0.9
Cc1ccc(OCC(=O)N(c2ccc(C)cc2)S(=O)(=O)c2ccc(Cl)cc2)cc1 | 0 | 5 | 0.0 | 2.4
O=S(=O)(O)C/C(=C\c1ccc(O)cc1)c1cc[n+](CCO)cc1 | 1 | -24 | 0.3 | -0.9
C=CCOc1cccc(/C=N\NC(=O)C(=O)NCCOC)c1 | -5 | 8 | 0.6 | 0.2

Overlap with the part before: 3 entries; new compounds follow.
SMILES | TEAD-YAP block | MITF primary | FBW7 act | GPR151 ag
Cc1ccc(OCC(=O)N(c2ccc(C)cc2)S(=O)(=O)c2ccc(Cl)cc2)cc1 | 0 | 5 | 0.0 | 2.4
O=S(=O)(O)C/C(=C\c1ccc(O)cc1)c1cc[n+](CCO)cc1 | 1 | -24 | 0.3 | -0.9
C=CCOc1cccc(/C=N\NC(=O)C(=O)NCCOC)c1 | -5 | 8 | 0.6 | 0.2
COc1ccc(N2Cc3cccc(C(=O)O)c3C2=O)cc1 | -5 | 18 | -0.2 | -0.4
CN(C)CCNC(=O)c1ccc(Cl)s1 | 1 | -2 | 0.0 | -0.1
Cc1ccc2nc(-c3ccc(NC(=O)CC4SC(N)=NC4=O)cc3)sc2c1 (configuration not stated) | -27 | 1 | 0.6 | 0.3
O=C(/C=C/c1ccccc1)NNC(=O)CCC(=O)Nc1ccccc1 | -2 | -5 | -0.3 | -0.3
CN(C)c1ccc(/C=C(\NC(=O)c2ccccc2)C(=O)N/N=C/c2ccc([N+](=O)[O-])o2)cc1 | 10 | 26 | 0.6 | -0.3
O=C(OCc1cccc([N+](=O)[O-])c1)c1cnccn1 | 1 | -11 | -0.2 | 0.5
Cc1ncoc1C(=O)N1CCc2c([nH]c3ccccc23)C1C(C)(C)C (configuration not stated) | -5 | -5 | -0.1 | 0.4
CCOc1cccc(C(=O)Nc2nnc(C34CC5CC(CC(C5)C3)C4)s2)c1 | 5 | 8 | -0.1 | 0.2
CCNC(=S)N1CCN(S(=O)(=O)c2ccc(Cl)s2)CC1 | 3 | 4 | -0.1 | 0.2
Cc1sc2ncnc(SCC(=O)Nc3ccc(Cl)c(C(F)(F)F)c3)c2c1C | 8 | -4 | -0.1 | 0.7
CC(C(=O)NCCSC1CCCCC1)N(c1ccc(Cl)cc1)S(C)(=O)=O (configuration not stated) | 7 | 6 | 0.1 | -0.8
C=CCOC(=O)C1=C(C)NC(S)=C(C#N)C1c1cccnc1 (configuration not stated) | -1 | -11 | 0.5 | -1.2
CCCNC(=O)c1ccc(NC2=NC3CS(=O)(=O)CC3S2)cc1 (configuration not stated) | -5 | 7 | 1.4 | 0.2
O=[N+]([O-])c1cccc(N=Cc2ccccc2F)c1 | -8 | -3 | 0.0 | -0.2
CC(=O)N1CCN(Cc2nc3cc(NC(=O)c4ccccc4Cl)ccc3n2C)CC1 | 3 | 7 | 0.0 | 2.5
Cc1cc(F)ccc1S(=O)(=O)Nc1ccc2oc3c(c2c1)C(=O)CCC3 | 6 | 12 | -0.1 | 1.0
COCCN1C(=O)/C(=C\c2ccc(OC)c([N+](=O)[O-])c2)C(C(=O)OC)=C1C | -9 | 6 | 0.0 | -1.2
Cc1onc(-c2ccccc2Cl)c1C(=O)Nc1sc2c(c1C#N)CCCC2 | 2 | 2 | 0.0 | 0.1
COc1cccc(N2CCN(CC(O)COCC3=CCC4CC3C4(C)C)CC2)c1 (configuration not stated) | 6 | 73* | -0.1 | 0.1
